# Screening data as filed in PubChem BioAssay.
# Luc counter – Kinase-Glo luciferase inhibition (counter-screen) | Q27757 | Kinase-Glo luciferase, ATP luminescence, 8 min | Potency, µM (series often up to 38.3 µM), inactives show at the highest dose activity change, negative = inhibition, hits mostly inhibitors | 0.28% of 200,000 active | AID 1379; also: % is scaled to controls: 0 for no effect and ±100 for the full control effect; nearly all actives have a fitted effect of over 60% in size
#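 Compound is pinned into ATP-containing buffer (10 uM ATP, imidazole pH 7.2, 7 mM MgCl2). Kinase-Glo luciferase reagent is then added. Light output is recorded following an 8-min room-temperature incubation.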
# SMN2 splice enh – increases expression of the SMN2 splice variant | Potency, µM (doses to about 46.1 µM), inactives show top-dose activity change, positive = activation, most hits filed as activators | HEK293 SMN2-luciferase splicing reporter, luminescence, 30-36 h | 2.8% of 210,000 active; also: % of control where 0% means no effect; nearly all actives have a fitted effect of over 55% in size
#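 HEK293 cells carry an SMN2 minigene-luciferase reporter in which exon 7 inclusion puts luciferase in frame. Cells were seeded at 2000 cells/well, attached for 10-12 hours, then exposed to compounds for 30-36 hours at 37C before ONE-Glo luminescence.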
# GoLoco inh red – blocks human Gai1 binding to RGS12 GoLoco peptide, red readout | AID 880 | 0.44% of 230,000 active | Potency, µM (doses to about 61.6 µM), for the others: at the highest dose activity, negative = inhibition, most hits filed as inhibitors | P63096 | Gai1:RGS12 GoLoco peptide FP, rhodamine, 10 min; active = well fitted inhibition curve with a large enough effect, not every such curve was filed as active; inactive = no such curve, though single readings can be large or run the other way; also: % is scaled to controls: 0 for no effect and ±100 for the full control effect; nearly all actives have a fitted effect of over 30% in size; many of its hits are not listed in these tables
# Epigenetic derep – epigenetic control regulation, reporter derepression; murine LDR cells, GFP reporter derepression, 30 h; Potency, µM (doses to about 53.9 µM), for the others: at the top dose GFP activation, most hits filed as activators; 0.2% of 280,000 active; also: % of control where 0% means no effect; nearly all actives have a fitted effect of over 60% in size
#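 Reporter derepression read as number of fluorescent GFP-positive objects, 20-120 um in size, counted by laser-scanning cytometer. Mouse LDR line with an epigenetically silenced CMV-GFP locus; compound incubation 30 h, 37 C.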
# RECQ1 helicase – RECQ1 (human) helicase inhibition; Potency, µM (doses to about 57.3 µM), for the others: at the highest dose activity, negative = inhibition, usual class: inhibitors; RECQ1 DNA unwinding, red fluorescence kinetic read; 0.54% of 240,000 active; AID 2549;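 also: plate controls were vehicle for no effect and no enzyme for full effect; nearly all actives have a fitted effect of over 30% in size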
# Target sequence (P46063 whole entry, looked up): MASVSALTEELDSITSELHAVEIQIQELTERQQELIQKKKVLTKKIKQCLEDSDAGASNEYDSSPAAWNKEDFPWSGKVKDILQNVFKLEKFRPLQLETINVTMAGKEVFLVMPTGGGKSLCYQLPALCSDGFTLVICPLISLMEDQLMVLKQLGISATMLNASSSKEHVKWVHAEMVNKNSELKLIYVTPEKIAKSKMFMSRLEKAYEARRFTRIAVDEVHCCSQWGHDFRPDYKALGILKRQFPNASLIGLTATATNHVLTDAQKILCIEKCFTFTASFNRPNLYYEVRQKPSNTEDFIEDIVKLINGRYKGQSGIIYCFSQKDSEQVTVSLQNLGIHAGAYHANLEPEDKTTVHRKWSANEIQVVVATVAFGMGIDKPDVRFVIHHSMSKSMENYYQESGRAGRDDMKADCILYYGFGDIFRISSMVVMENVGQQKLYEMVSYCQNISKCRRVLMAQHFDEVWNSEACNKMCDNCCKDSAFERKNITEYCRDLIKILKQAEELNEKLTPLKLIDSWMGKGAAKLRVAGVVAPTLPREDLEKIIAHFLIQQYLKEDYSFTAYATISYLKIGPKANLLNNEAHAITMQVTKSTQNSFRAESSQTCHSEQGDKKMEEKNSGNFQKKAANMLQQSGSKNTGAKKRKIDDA
#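 50 nM RECQ1T1 preincubated 15 min with compound in Tris pH 8.0 buffer with MgCl2, DTT, Tween-20 and 2.5 ug/ml poly(dI-dC); started with 200 nM TAMRA/BHQ-2 forked duplex and 2 mM ATP. Unwinding read as fluorescence (525/598 nm), two reads 2 h apart.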
# NPSR antag – blocks cAMP signaling of the human neuropeptide S receptor. Q6W5P4. CHO-NPSR cells, cAMP TR-FRET, antagonist mode. Potency, µM (titrated, usually from 38.3 µM), for inactives: at the highest dose activity change, negative = inhibition, most hits filed as inhibitors. 1% of 220,000 active; also: % is scaled to controls: 0 for no effect and ±100 for the full control effect; nearly all actives have a fitted effect of over 50% in size; many of its hits are not listed in these tables
# KDM4E inh – blocks human JMJD2E demethylase activity. AID 2147. 1.6% of 230,000 active. JMJD2E catalytic domain, FDH-coupled NADH fluorescence (FDH is formaldehyde dehydrogenase). Potency, µM (series often up to 57.1 µM), without a hit: at the top dose activity change, negative = inhibition, most hits filed as inhibitors. B2RXH2; active = well fitted inhibition curve with a large enough effect, not every such curve was filed as active; inconclusive = small, poorly fitted or top-dose-only effect, or another doubt; inactive = no such curve, though single readings can be large or run the other way;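 also: 0% = wells with enzyme and -100% = buffer wells without enzyme; nearly all actives have a fitted effect of over 50% in size; many of its hits are not listed in these tables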
# Target sequence (B2RXH2 1-337 limits assumed): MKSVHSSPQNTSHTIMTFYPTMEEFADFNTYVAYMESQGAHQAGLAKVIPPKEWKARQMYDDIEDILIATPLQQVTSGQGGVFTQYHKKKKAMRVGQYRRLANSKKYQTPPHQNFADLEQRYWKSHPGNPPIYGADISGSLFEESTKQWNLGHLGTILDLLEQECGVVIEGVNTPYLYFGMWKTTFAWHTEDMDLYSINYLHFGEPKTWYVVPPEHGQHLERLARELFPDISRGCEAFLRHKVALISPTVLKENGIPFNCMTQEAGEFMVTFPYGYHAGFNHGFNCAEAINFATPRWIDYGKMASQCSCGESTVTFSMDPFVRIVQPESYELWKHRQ
# IMPase Li inh – membrane-permeable IMPase blocker, potentiated with lithium; CHO-M1 cells, IP1 TR-FRET (IP-One), carbachol + lithium; Potency, µM (highest dose often 59.4 µM), inactives show at the top dose activity, negative = IMPase inhibition, actives largely listed as inhibitors; 0.35% of 210,000 active; AID 1457;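 also: IP1 builds up when IMPase is blocked and the TR-FRET signal falls; plate controls were basal vehicle for no effect and high inhibitor control for full effect; nearly all actives have a fitted effect of over 50% in size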
#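 CHO cells stably expressing M1 receptor (2000/well) were cultured 16–30 h, then exposed to compounds with a small lithium addition for 30 min at 37C. IP1 was measured by TR-FRET competition; AC50 from Hill fits.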
# * = called active by the depositor; i = inactive; ? = inconclusive; . = no result given; [ ] = another dose, or the depositor's remark. Unless noted, calls follow the shape of the dose curve; as a rule, active = well fitted curve in the direction sought with a large enough effect; inconclusive = small, poorly fitted or top-dose-only effect, or another doubt; inactive = no such curve, though single readings can be large; an effect the other way counts as inactive or inconclusive. Potency is read from the fitted curve at half-maximal effect. These rows are one share of the data, so the mix of outcomes need not match the whole.
SMILES,Luc counter,SMN2 splice enh,GoLoco inh red,Epigenetic derep,RECQ1 helicase,NPSR antag,KDM4E inh,IMPase Li inh
COc1cccc(-n2c([S-])c(C(=O)Nc3ccc(S(=O)(=O)N4CCOCC4)cc3)[n+]3cc(C(N)=O)ccc23)c1,.,.,24%,2.2%,8%,26%,14µM*,.
CCOC(=O)c1nnn(-c2nonc2-n2cccc2)c1C,3%,-1%,15%,-1.0%,i,-5%[46.1 µM],2%,23%[38.3 µM]
COc1cccc(C2CC(=O)Nc3cc(OC)c(OC)c(OC)c32)c1OC (stereo unspecified),2%,-1%,5%,3.0%,-8%,-29%[46.1 µM],-14%,-8%[38.3 µM]
CC(=O)Oc1ccc(N2C(=O)C3C4C=CC(C5CC45)C3C2=O)cc1[N+](=O)[O-] (stereo unspecified),1%,-17%,-35%,-2.7%,-10%,-6%,4%,-2%
CCN(CC(=O)Nc1ccc2c(c1)OCCO2)C(=O)c1cccc(S(=O)(=O)N2CCOCC2)c1,1%,2%,14%,-2.0%,i,-4%[46.1 µM],-3%,-4%[38.3 µM]
O=C(CSc1nccc2ccccc12)N1CCN(c2ccccn2)CC1,0%,3%,0%,-0.2%,-2%,-17%[46.1 µM],4%,3%[38.3 µM]
CC1CC(c2ccccc2)n2nc(NC(=O)c3cccs3)nc2N1 (stereo unspecified),23%,-1%,-4%,0.0%,i,-7%[46.1 µM],13%,23%[38.3 µM]
N#Cc1nc(Cc2cccc3ccccc23)oc1NCCN1CCCCC1,-1%,0%,5%,-1.0%,i,-2%[46.1 µM],-4%,-8%[38.3 µM]
Cc1ccccc1C(=O)Nc1nnc(-c2ccc(C(C)(C)C)cc2)s1,1%,-6%,-2%,-1.1%,-5%,-40%,-13%,?
Cc1nc2ccccc2n1/N=C/c1ccc([N+](=O)[O-])s1,1%,-89%[inhibitor],-3%,-1.8%,-2%,-3%,-18%,11%
O=C(COC(=O)c1cccs1)NCc1ccco1,13%,-7%,-1%,1.4%,-13%,-22%[7.67 µM],-1%,8%[38.3 µM]
Cc1ccccc1Cn1cc(NC(=O)c2nn(C)cc2Cl)cn1,12%,-11%,2%,1.0%,13%,6%,0%,-11%
Cc1cccc(N2C(=O)C(Oc3ccc(Cl)cc3Cl)C2C(=O)O)c1C (stereo unspecified),0%,6%,2%,-1.9%,-8%,-1%,-2%,-10%
CCC(=O)n1nc(-c2cccnc2)nc1NCc1ccc(OC)cc1,3%,-9%,-4%,2.4%,-2%,-9%[46.1 µM],1%,17%[38.3 µM]
Clc1ccc(C=NC23CN4CN(CN(C4)C2)C3)cc1,-1%,-25%,11%,1.5%,-7%,-2%[46.1 µM],4%,2%[38.3 µM]

# Profiles as entered above. Order of screens: Luc counter	SMN2 splice enh	GoLoco inh red	Epigenetic derep	RECQ1 helicase	NPSR antag	KDM4E inh	IMPase Li inh
# Cc1cccc(N2C(=O)C(Oc3ccc(Cl)cc3Cl)C2C(=O)O)c1C (stereo unspecified) is entered as 0%	6%	2%	-1.9%	-8%	-1%	-2%	-10%
# O=C(CSc1nccc2ccccc12)N1CCN(c2ccccn2)CC1 is entered as 0%	3%	0%	-0.2%	-2%	-17%[46.1 µM]	4%	3%[38.3 µM]

# Further compounds follow:
SMILES,Luc counter,SMN2 splice enh,GoLoco inh red,Epigenetic derep,RECQ1 helicase,NPSR antag,KDM4E inh,IMPase Li inh
Cc1cc(Nc2ccc3c(c2)OCCO3)c2cccc(C)c2n1,2%,?,5%,-1.8%,22%,-10%,8%,11%
Cc1ccc(NC(=O)Cc2noc3ccccc23)nc1,-5%,25%,6%,-1.0%,i,-1%,11%,-3%
CSc1ccc(Cl)c(C(=O)NCc2ccco2)c1,-6%,-10%,2%,0.8%,-5%,3%[46.1 µM],-12%,-9%[38.3 µM]
Cc1ccccc1-c1noc(CCC(=O)NCc2ccco2)n1,.,.,9%,-1.1%,-3%,7%,-1%,.
CC(=O)Nc1ccc2[nH]c(C)c(CC=C(Cl)Cl)c(=O)c2c1,-4%,12%,17%,-2.5%,2%,-13%[46.1 µM],?,18%[38.3 µM]
CC(=O)N1CCN=C1SCc1ccccc1Cl,1%,3%,9%,1.6%,i,-5%[46.1 µM],-1%,-5%[38.3 µM]
CC1(C)Cc2c(c(=S)nc(-c3ccccc3)n2CCOCCO)CO1,-1%,-5%,-5%,2.0%,-12%,?,5%,-8%[38.3 µM]
COc1ccc(NC(=O)CNCCC2=CCCCC2)cc1,1%,12%,4%,-1.1%,i,-11%[46.1 µM],11%,27%[38.3 µM]
Cc1ccc(S(=O)(=O)N2CCN(C(=O)c3cc(=O)[nH]c4ccccc34)CC2)c(C)c1,0%,3%,-7%,0.0%,0%,0%[46.1 µM],?,22%[38.3 µM]
Clc1ccc(CSc2nnc(/C=C/c3ccccc3)o2)cc1,-1%,1%,-3%,-0.4%,1%,-20%[46.1 µM],?,16%[38.3 µM]
COc1ccc(OCCn2c(NC(=O)c3ccco3)nc3ccccc32)cc1,-2%,-12%,-5%,1.5%,-9%,-21%[46.1 µM],-6%,19%[38.3 µM]
COc1ccc([C@@H]2C[C@@H](c3ccccc3)Oc3cc(OC)c(OC)c(OC)c32)cc1,.,.,4%,1.4%,-8%,-44%,0%,.
O=C(NC1CC1)C1CCN(c2ccc(S(=O)(=O)N3CCOCC3)cc2Cl)CC1,2%,-36%[inhibitor],1%,0.8%,-14%,3%[46.1 µM],2%,0%[38.3 µM]
COc1ccc(C(CCN2CCCC(C)C2)c2c(OC)cc(OC)c3c2OC(=O)CC3c2cc(OC)c(OC)c(OC)c2)cc1 (stereo unspecified),.,.,9%,0.0%,-2%,-43%,6%,.
Cc1ccc(-c2c(C#N)c(N)nc3c2CCCCCC3)o1,3%,2%,-4%,4.0%,-6%,-5%[46.1 µM],?,-2%[38.3 µM]
O=C(C1CCN(Cc2ccc(F)cc2)CC1)N(CCO)Cc1ccccc1,-3%,6%,-11%,-1.1%,-14%,-4%[46.1 µM],-6%,12%[38.3 µM]
CCOCCCNC(=S)N1C2CCC1CC(NC(=O)NC1CCCCC1)C2 (stereo unspecified),3%,-5%,2%,1.1%,0%,-13%[46.1 µM],-1%,15%[38.3 µM]
COc1ccccc1Nc1nc(N)nc(CN(C)C2CCCCC2)n1,-3%,18%,6%,1.9%,-12%,-4%[46.1 µM],-3%,14%[38.3 µM]
Cc1ccc(NS(=O)(=O)c2ccc(Cl)s2)cc1S(=O)(=O)N(C)C,0%,1%,4%,0.0%,3%,-3%,-7%,-3%
CC/C(C)=C1\SC(N2CCOCC2)=NC1=O,-5%,-24%,-10%,0.1%,?,-4%[46.1 µM],5%,14%[38.3 µM]
COCCN1C(=O)C(=O)/C(=C(/O)c2ccc(S(=O)(=O)N3CCOCC3)cc2)C1c1cccc(O)c1 (stereo unspecified),.,.,-6%,-1.0%,-3%,14%,-26%,.
CCOC(=O)c1ccc(NC(=O)CN(c2ccc(C)cc2)S(=O)(=O)c2c(C)n[nH]c2C)cc1,-7%,10%,4%,-1.1%,-5%,?,-3%,9%[38.3 µM]
C/C(=N\NC(=O)Cc1c(C)[nH][nH]c1=O)c1ccc(Cl)c(Cl)c1,.,.,7%,-1.3%,-2%,0%,-8%,.
CCN1CCN(C(=O)CN2C(=O)c3cccc4cccc2c34)CC1,1%,-15%,4%,0.0%,4%,-15%[46.1 µM],7%,3%
CCCCN(C(=O)NC(=O)Nc1ccccc1OC)S(C)(=O)=O,1%,0%,6%,0.8%,-6%,-14%[46.1 µM],-1%,-20%[38.3 µM]
Cc1ccccc1NC(=O)c1ccc(COc2ccc3c(C)cc(=O)oc3c2)cc1,-2%,-7%,-8%,5.6%,-11%,-12%,6%,-26%
COc1ccc(CSc2nnc(SCc3ccc([N+](=O)[O-])cc3)s2)cc1,-2%,-21%,5%,-1.2%,-6%,-23%[46.1 µM],-10%,26%[38.3 µM]
Cc1ccc(S(=O)(=O)N2CCN(S(=O)(=O)N3CCCCC3)CC2)cc1,3%,?,4%,0.0%,1%,-12%[46.1 µM],8%,16%[38.3 µM]
O=C(NC(=S)Nc1nc(-c2ccc(Br)cc2)cs1)c1cccnc1,-1%,-5%,-3%,-2.0%,-5%,-4%[46.1 µM],2%,-8%[38.3 µM]
CCOc1ccc(S(=O)(=O)NCc2ccccn2)cc1,-8%,-9%,15%,-1.0%,i,12%[46.1 µM],2%,20%[38.3 µM]
CC(=O)c1ccc(NC(=S)Nc2cccc(S(=O)(=O)Nc3c(C)n(C)n(-c4ccccc4)c3=O)c2)cc1,0%,1%,4%,-0.3%,-1%,9%,-3%,5%
COc1ccc(CN2C(=O)CSC2c2ccncc2)cc1 (stereo unspecified),.,.,-14%,5.4%,12%,-29%,-4%,.
CC(=O)Nc1ccc(S(=O)(=O)Nc2nc3ccccc3nc2Nc2ccc(O)cc2)cc1,.,.,6%,-1.0%,-12%,-8%,-4%,.
COc1ccc(NC(=S)Nc2cccc3cnccc23)cc1,0%,-19%,12%,-1.9%,7%,12%,-24%,-4%
CCNC(=O)COc1ccc(Br)cc1Cl,0%,10%,-6%,0.9%,0%,5%[46.1 µM],7%,22%[38.3 µM]
O=C(CCC(=O)N(CC(=O)NC1CCCCC1)Cc1ccco1)Nc1nccs1,0%,-16%,-3%,0.0%,2%,2%[46.1 µM],-1%,-6%[38.3 µM]
Cc1ccc(CS(=O)(=O)c2ccc(C(=O)N3CCCCC3)cc2[N+](=O)[O-])cc1,-1%,-27%,10%,0.0%,i,-1%,6%,18%
O=C(CO/N=C/c1ccc(OC(F)F)cc1)NC1CCCCC1,5%,0%,3%,-0.4%,i,-6%,7%,3%
Fc1ccccc1NC(=S)N1CCN(Cc2ccccc2)CC1,1%,-21%,11%,1.1%,-3%,-3%,-19%,-2%
Cc1noc(NS(=O)(=O)c2ccc(NC(=O)CSc3nc4c(cc3C#N)CCC4)cc2)c1C,3%,11%,-34%,-1.0%,-5%,0%,?,4%
O=C(c1ccc(S(=O)(=O)Cc2cc(F)ccc2F)c([N+](=O)[O-])c1)N1CCCCC1,8%,-29%,-9%,0.0%,-2%,13%,-2%,20%
COCCn1c(SCC(=O)Nc2cc(C)cc(C)c2)nnc1C(C)C,-6%,-9%,-7%,-0.9%,-4%,-33%[46.1 µM],4%,-12%[38.3 µM]
O=C(N/C=C\c1ccccc1)NCc1ccc(Cl)cc1,0%,0%,-2%,-1.0%,-20%,0%[46.1 µM],-12%,11%[38.3 µM]
